# From PubChem BioAssay
# Arrestin-AP2 inh = inhibitors of beta-arrestin/AP2 binding, primary screen, biochemical, GPCR trafficking, flow cytometry. beta-arrestin 1 C-terminal peptide binding to AP2 beta2-adaptin appendage (human). FITC-arrestin peptide / GST-AP2 beads; AP2 beta2 appendage carries R879A mutation. inhibition, % at 10 µM. actives 0.31% (n = 340,000). AID 504490, 2011;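 active = inhibition above a set limit, near 3 SD of compounds lacking own fluorescence, cut at about 54% in these data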;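 also: plate controls were DMSO wells for no effect and 5 µM unlabelled arrestin peptide for full effect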
#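 System: GST-tagged AP2 beta2-adaptin appendage (R879A) on 4 µm glutathione beads / Reagent: FITC-arrestin peptide, 50 nM / Detection: HyperCyt-sampled flow cytometry, FL1 channel, ex 488/em 535 nm / Timing: 12 min plus 1 h, RT / Buffer or medium: PBS plus Tween 20 (0.05%) and BSA (0.1%)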
# MOR-DOR inv ag = inverse agonists of MOR-DOR heterodimerization, primary screen, cell-based, luminescence. inhibition, % at 9.3 µM. actives 0.21% (n = 340,000). cell-based MOR-DOR heterodimer luminescence, inverse agonism. AID 504357, 2011; in the data active = inhibition above about 22%, passing the limit was not always enough;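 also: 0% = cells with DMSO and 100% = wells without cells with DMSO; values of inactives mirror those of a sister screen read the other way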
# Target sequence (P35372 whole entry, looked up): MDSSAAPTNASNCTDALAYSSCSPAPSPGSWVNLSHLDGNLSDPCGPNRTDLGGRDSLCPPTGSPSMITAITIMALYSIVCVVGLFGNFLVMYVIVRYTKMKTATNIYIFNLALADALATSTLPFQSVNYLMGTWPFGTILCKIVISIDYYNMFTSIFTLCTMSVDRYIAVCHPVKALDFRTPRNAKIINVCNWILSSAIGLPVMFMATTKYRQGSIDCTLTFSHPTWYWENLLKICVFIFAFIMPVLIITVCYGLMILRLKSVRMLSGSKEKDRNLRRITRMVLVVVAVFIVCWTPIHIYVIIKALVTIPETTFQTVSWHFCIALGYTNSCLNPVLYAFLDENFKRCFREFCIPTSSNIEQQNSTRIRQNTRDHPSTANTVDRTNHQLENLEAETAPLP
# Target sequence (P41143 whole entry, looked up): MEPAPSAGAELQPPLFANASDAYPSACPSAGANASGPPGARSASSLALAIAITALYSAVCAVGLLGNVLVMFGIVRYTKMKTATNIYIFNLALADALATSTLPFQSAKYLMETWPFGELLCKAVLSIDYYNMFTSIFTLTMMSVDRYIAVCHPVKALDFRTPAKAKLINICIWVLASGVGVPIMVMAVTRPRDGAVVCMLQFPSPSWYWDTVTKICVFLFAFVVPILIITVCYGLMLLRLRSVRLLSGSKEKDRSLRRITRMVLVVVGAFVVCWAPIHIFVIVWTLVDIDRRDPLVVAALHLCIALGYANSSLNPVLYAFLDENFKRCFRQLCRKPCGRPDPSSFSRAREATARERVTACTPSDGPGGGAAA
# OPRM1-OPRD1 ag = agonists of OPRM1-OPRD1 heterodimerization, primary screen, cell-based, luminescence. Mu-type opioid receptor (Homo sapiens) + Delta-type opioid receptor (Homo sapiens), …. cells. activation, % at 9.3 µM. actives 0.3% (n = 340,000). AID 504326, 2011; in the data active = activation above about 18%;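 also: 0% = vehicle-treated cells and 100% = reference agonist; values of inactives mirror those of a sister screen read the other way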
# DAGLB inhibitor = DAGLB lipase inhibitors, primary screen, biochemical, fluorescence, HTS. HEK293T DAGLB membrane lysate, EnzChek fluorogenic substrate. inhibition, % at 5.17 µM. actives 0.059% (n = 340,000); in the data active = inhibition above about 34%;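 also: 0% = enzyme with vehicle and 100% = wells lacking enzyme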
# PKA-R1A activ = activators of PKA-R1A holoenzyme, primary screen, biochemical, fluorescence polarization, Cy5-IP20, bovine R1A, mouse PKAc; cAMP-dependent protein kinase type I-alpha regulatory subunit (Bos taurus) + …; PKA-R1A dissociation; scaled: DMSO 0%, 113 µM cGMP 100%; activation, % at 11.4 µM; actives 0.083% (n = 340,000); AID 504707, 2011;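 active = percent activation above the mean of all tested compounds plus 3 SD, cut at about 19% in these data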;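 also: higher means more PKAc released from R1A so a rise in polarization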
# Pemphigus Ab inh = inhibitors of pemphigus antibody binding to DSG3, primary screen, biochemical, bead-based, flow cytometry, scFv-GFP; DSG3-coupled beads, scFv-anti-DSG3-GFP binding; hits give low values; actives 0.48% (n = 310,000); binding (percent of control), % at 10 µM;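 active = binding more than 3 SD below its plate's average and above zero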;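 also: hits lower antibody fragment binding to DSG3; some compounds called inactive have numbers as strong as hits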
# PKA-R2B act = activators of PKA-R2B holoenzyme, primary screen, biochemical, fluorescence polarization, Cy5-IP20, human; cAMP-dependent protein kinase catalytic subunit beta (Homo sapiens) + cAMP-dependent …; PKA-R2B holoenzyme dissociation; R2B truncated from residue 108, S112A mutant; 0% DMSO only, 100% 113 µM cGMP; activation, % at 11.4 µM; actives 0.079% (n = 340,000); AID 504700, 2011;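 active = activation above a cutoff set at the mean over all compounds plus 3 SD, cut at about 18% in these data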;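 also: higher means more holoenzyme dissociation and a rise in polarization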
# HTR5A ag ctr = HTR5A agonists in luminescence cell assay, primary screen, counter-screen for OPRM1-OPRD1 heterodimer agonist project, full-deck HTS | cell-based | activation, % at 9.3 µM | actives 0.61% (n = 340,000); in the data active = activation mostly above about 9.5%, no sharp cut-off; inactive = mostly below about 7.6%;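 also: 0% = cells with vehicle only and 100% = reference agonist; strong numbers were not always called active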
# HTR5A inv ctr = HTR5A inverse agonists in luminescence cell assay, primary screen, counter-screen for OPRM1-OPRD1 heterodimer inverse agonist project, full-deck HTS; 5-hydroxytryptamine receptor 5A (Homo sapiens), P47898; HTR5A cell line, inverse agonism; inhibition, % at 9.3 µM; actives 0.083% (n = 340,000); AID 504634, 2011; in the data active = inhibition mostly above about 23%, no sharp cut-off; inactive = mostly below about 18%;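 also: 0% = cells with DMSO and 100% = no-cell wells with DMSO; some compounds called inactive have numbers as strong as hits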
# V-ATPase pH = regulators of yeast V-ATPase proton pumping, primary screen, pHLuorin cytosolic pH fluorescence | S. cerevisiae | response, % at 10 µM | actives 0.37% (n = 350,000); in the data active = response mostly above about 7.3%, no sharp cut-off; inactive = mostly below about 5.4%; also: actives read high; inactives centre near 0; some compounds called inactive have numbers as strong as hits; reference of the scale not given here
# Active calls of the source: *; / = no result given.
structure	Arrestin-AP2 inh	MOR-DOR inv ag	OPRM1-OPRD1 ag	DAGLB inhibitor	PKA-R1A activ	Pemphigus Ab inh	PKA-R2B act	HTR5A ag ctr	HTR5A inv ctr	V-ATPase pH
COCCN1C(=O)c2ccccc2C(C(=O)NCc2ccco2)C1c1c[nH]c2ccccc12 (configuration not stated)	5	6	-1.3	0	8	111	-11	6	0	2
CC1CCN(C(=O)c2[nH]cnc2C(=O)Nc2ccon2)CC1	14	2	-0.4	0	4	100	11	-2	-9	4
COc1ccc(N2CCN(C(=O)NCc3cccc(OC)c3)CC2)cc1	6	0	0.0	-1	7	104	-4	-1	-10	-3
O=S(=O)(CCN1C=CC(C(F)(F)F)=NCC1)c1ccc(F)cc1	5	13	-2.7	-2	-10	/	7	0	-28	-3
O=C1N=C(N2CCCC2)S/C1=C\c1ccccc1	-1	-3	0.5	-2	1	/	1	6	1	-6
COc1ccc(C(=O)NCCNC(=O)c2ccc(C)nc2)cc1	-18	11	-2.1	-1	7	115	6	2	13	2
COc1cccc(OCc2cc(C(=O)NCCc3cccc(C)n3)no2)c1	-13	1	-0.1	0	6	115	-2	-1	3	0
CC(C)(C)C(=O)Nc1nc(C2CCCN2S(=O)(=O)c2ccc(Cl)cc2)cs1 (configuration not stated)	-3	15	-2.7	-5	2	81	19*	-2	6	2
CC(C)Oc1ccc(C(=O)O)c(C(=O)O)c1	7	-1	0.2	-1	2	99	5	0	12	-1
COc1cc2nc(CN3CCOCC3)n(CC(=O)N3CCCCCC3)c(=O)c2cc1OC	3	-10	2.0	-3	-2	90	2	5	-43	-6
COCc1c(C(=O)N/N=C/c2ccco2)nnn1-c1nonc1N	2	9	-1.4	0	3	/	-1	0	-1	7
O=C(c1cccnc1)C1Cc2ccccc2C1=O (configuration not stated)	8	8	-1.6	-1	0	84	1	0	-2	-1
C=CCCC1CN(CCCC)S(=O)(=O)c2c(F)cccc2O1 (configuration not stated)	28	-3	0.6	-9	-3	92	-9	3	-10	4
c1ccc(-c2ccnc3ncnn23)nc1	/	15	-3.3	2	16	110	0	0	3	-2
CC(=O)c1c(C)nc2sc3c(=N)n(N)cnc3c2c1-c1ccc(Cl)cc1	-10	21	-3.5	0	-8	99	-3	-6	15	-2
CS(=O)(=O)N(Cc1ccccc1)c1ccc(C(=O)Nc2ccc(C(N)=O)cc2)cc1	3	-3	0.6	0	-8	120	-6	-4	13	-2
CCCCC(=O)Nc1sc(C(=O)N(CC)CC)c(C)c1C(=O)OC	-4	8	-1.2	-1	14	103	4	2	10	7
CCOc1cc(/C=C2/C(=N)N3OC(C)=CC3=NC2=O)ccc1OC(=O)c1ccco1	15	-7	1.0	0	-9	75	-4	6	-16	3
CCN(C(=O)CN1C(=O)S/C(=C\c2ccccc2OC)C1=O)C1CCS(=O)(=O)C1 (configuration not stated)	17	-6	1.2	2	-20	98	-3	1	-18	14
CCCCCN(C(=O)CCC(=O)OCC(=O)c1ccc(CCC)cc1)c1c(N)n(CCCC)c(=O)[nH]c1=O	31	-4	0.6	7	-5	85	-17	-7	17	-2
CCn1c(SCC(=O)c2ccc3ccccc3c2)nnc1-c1ccco1	1	11	-2.1	1	3	101	13	7	3	1
CC(C(=O)OCC(=O)Nc1ccc(S(=O)(=O)N2CCCCC2)cc1)N1C(=O)c2ccccc2C1=O (configuration not stated)	-2	1	-0.2	-9	0	93	2	0	-1	4
CCc1cccc(C)c1NC(=O)CSc1n[nH]c(N)n1	3	3	-0.7	0	-3	/	2	4	-11	4
CN1CCC(N(C)C(=O)c2cc(-c3ccc(F)cc3)nc3ccccc23)CC1	13	-6	1.1	2	-10	97	4	-5	18	2
Cc1ccc(C(=O)NNC(=O)CSc2nnc3ccccn23)cc1	-9	14	-3.0	-2	6	125	0	-1	5	-1
O=C(NNC(=O)C1CC(c2cccs2)=NO1)NC1CCCCC1 (configuration not stated)	29	-2	0.4	2	12	108	-7	5	-16	0
Cn1c(Cn2c(=O)sc3ccccc32)nnc1SCC(=O)NCc1ccc2c(c1)OCO2	6	5	-1.0	-3	-3	112	1	-3	7	2
COc1ccc2c(c1OC)C(=O)N(c1ccccc1)C2=O	1	5	-1.0	-3	-1	130	-1	7	3	2
CC(C)C(=O)N1CCC(CN=Cc2c(O)n(C3CCCCC3)c(=O)n(C3CCCCC3)c2=O)CC1	1	-14	2.7	1	-1	108	-2	-1	3	0
O=C(COC(=O)CCc1ccc(S(=O)(=O)N2CCOCC2)cc1)Nc1ccccc1[N+](=O)[O-]	-2	-3	0.6	1	-2	94	-2	0	-1	-1
NC(=O)c1ccc(C2SCC(=O)N2Cc2ccccc2)cc1 (configuration not stated)	-11	-2	0.4	0	0	102	-2	6	-14	-4
CCOC(=O)c1c(NC(=O)CSc2nc3ccccc3o2)sc(C(C)=O)c1C	0	9	-1.7	-3	6	98	-8	0	-14	2
CCCCOc1ccc(-c2nnn(CC(=O)NCCc3c[nH]c4ccccc34)n2)cc1	-5	-11	2.1	-14	-12	102	-2	4	-11	1
O=C(Nc1ccc(OCc2ccccc2)cc1)Nc1ccccc1C(=O)NCCCN1CCOCC1	9	-1	0.3	-3	-8	/	-10	-5	6	-2
N#CC1=C(N)OC2=C(C(=O)CCC2)C1c1ccsc1 (configuration not stated)	1	4	-0.7	-1	-4	100	3	5	3	3
C[C@@]12C(=O)Nc3ccc(F)cc3C(=O)N1[C@H]1c3cc(Cl)ccc3OC[C@@H]1[C@@H]2c1ccccc1	17	0	-0.1	-3	7	100	-12	2	9	2
O=C(NC1CCS(=O)(=O)C1)C1C2CC3CC(C2)CC1C3 (configuration not stated)	-6	19	-3.6	0	-8	98	2	-2	5	1
COC(=O)c1cccc(N(C(=O)c2ccco2)C(C(=O)NC2CCCC2)c2ccc(N3CCOCC3)cc2)c1 (configuration not stated)	17	16	-2.6	-4	5	93	5	2	-23	1
COc1ccc(C(=O)NNC(=O)c2ccc(S(=O)(=O)N3CCOCC3)cc2)cc1	8	5	-1.0	0	8	97	4	4	22	-3
CC(CCc1ccccc1)NC(=O)CCN1N=C(c2ccccc2)CCC1=O (configuration not stated)	9	9	-1.9	-1	4	99	-3	6	-18	9
COC(=O)c1ccccc1N(Cc1ccccc1)S(C)(=O)=O	0	20	-3.5	2	-5	104	-8	0	-6	4
COc1ccc(N2C(=O)C(Cl)=C(Nc3ccccc3O)C2=O)cc1	26	4	-0.6	3	-4	91	18	1	-14	/
CCOC(=O)CSc1nnc(CNC(=O)c2ccc(OC)cc2)n1Cc1ccccc1	-9	5	-0.9	4	-2	106	-6	9	3	3
O=C(CCN1C(=O)/C(=C/c2ccc(F)cc2)SC1=S)NCCCn1ccnc1	0	9	-1.8	4	5	/	-8	2	-14	0
Cc1csc(OCC(=O)Nc2ccc(C)c(C)c2)n1	-1	15	-3.7	-3	-5	/	-9	9	-22	1
c1csc(-c2csc(-c3cccs3)n2)c1	-3	-13	2.5	-12	-11	99	-7	-1	14	-1
CCOc1ccc2nc(SCC(=O)N3c4ccccc4Sc4ccccc43)sc2c1	8	1	-0.3	1	7	95	1	2	-8	-2
c1ccc(COc2ccc3nocc3c2)cc1	9	-31	5.6	-2	-6	105	-10	5	-12	6
O=C(C1CC=CCC1)N1CCN(C(=O)C2CC=CCC2)CC1 (configuration not stated)	7	13	-2.3	-1	-2	93	-1	4	-13	2
CC(=O)c1ccc(N(C(=O)CS(=O)CC(=O)Nc2ccc(F)cc2)C(C(=O)NC2CCCCC2)c2cccs2)cc1 (configuration not stated)	23	-7	1.4	3	-7	103	4	1	-6	14

# (listing goes on)
structure	Arrestin-AP2 inh	MOR-DOR inv ag	OPRM1-OPRD1 ag	DAGLB inhibitor	PKA-R1A activ	Pemphigus Ab inh	PKA-R2B act	HTR5A ag ctr	HTR5A inv ctr	V-ATPase pH
COc1ccccc1NC(=O)Cn1c([N+](=O)[O-])cnc1C	3	7	-1.3	2	5	109	1	0	22	1
CCCC(=O)Nc1ccc2c(c1)Cc1ccccc1-2	-17	5	-1.1	-5	-4	92	-4	-1	2	1
CCOC(=O)C(CN1CCCC1)c1ccccc1 (configuration not stated)	-10	9	-1.6	1	-11	103	-4	-2	-17	3
CC1=Nc2ccccc2N=C(NC(=O)CN2CCN(c3ccccc3)CC2)C1c1ccccc1 (configuration not stated)	8	11	-1.9	2	0	100	-4	-3	7	-2
COc1ccccc1NC(=O)c1ccc(C)c(S(=O)(=O)N2CCCCC2)c1	-2	2	-0.2	-2	2	103	-2	1	-24	1
CC1CCc2nc(NC(=O)CCSc3ccccc3)sc2C1 (configuration not stated)	6	4	-0.8	-2	-15	74	4	8	-23	-1
CCN1C(=O)CSc2ccc(C(=O)NC3CCCCC3)cc21	-1	12	-2.2	0	6	104	9	-1	27	-5
Cc1cc(NC(=O)CSCC(=O)N(C)Cc2cccc(Cl)c2)no1	32	7	-1.1	-1	-9	107	-3	2	-7	-1
COc1cc(/C=N/NC(=O)C(=O)NCc2ccco2)ccc1O	-1	8	-1.4	5	-8	103	-10	2	-2	0
NC(=O)C1=C[C@H](c2ccc3c(c2)OCO3)C[C@H](OCc2ccc(CO)cc2)O1	0	9	-1.6	2	-3	102	5	-2	-13	3
CCC(COC(=O)c1ccccc1)Oc1cc(NCc2ccccc2)c2ncn(C(C)C)c2c1 (configuration not stated)	-1	-17	3.0	-5	-15	123	-6	4	-31	-3
Cc1nnc(N/N=C/c2ccc(-c3ccc(Br)cc3)o2)n1N	15	-23	4.3	0	-12	98	-9	6	-11	0
O=c1[nH]c(CN2CCOCC2)nc2scc(-c3ccccc3)c12	15	5	-0.9	3	0	103	1	0	0	0
COC(=O)[C@]1(Cc2ccccc2)N[C@H](CN(C)S(=O)(=O)c2ccc(C(C)(C)C)cc2)[C@@H]2C(=O)N(C)C(=O)[C@@H]21	-10	18	-3.8	-3	2	92	-1	2	-6	-1
